High-throughput results deposited in PubChem by Sanford-Burnham Center for Chemical Genomics.
H9c2 TAG inh – triacylglycerol accumulation inhibition; H9c2 cells, Nile Red lipid (TAG) fluorescence; cells loaded with 200 µM oleic acid; inhibition, % at 12.5 µM; actives 0.66% (n = 230,000); AID 651582;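 active means pattern-corrected inhibition of lipid staining of at least 50% with the nuclear-stain viability signal not falling by more than 50%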;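 further: 0% = DMSO wells and 100% = triacsin C control wells; some results filed as inactive read as strong as hits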
H9c2 TAG inh DAPI viability – second read-out of H9c2 TAG inh, no call of its own (marks repeat the call); DAPI nuclei signal change (viability), lower = more cytotoxic, %;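 whole-well DAPI fluorescence read on a plate reader as a viability signal; minus 50 percent equals half of cells still viable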
* marks the source's active call; other numbers are inactive results. These rows are one share of the data; rates above refer to the full screens.

A first look (2 entries):
Cn1cc(Cc2ccc(C(=O)N3CCN(Cc4ccccc4)CC3)cn2)c2ccccc21 was read as H9c2 TAG inh 1 and H9c2 TAG inh DAPI viability -5.
Screening CC(C)N(c1ccccc1)c1ccc(NC(=O)[C@@H]2O[C@H](CO)[C@H](O)[C@H](O)[C@H]2O)cc1 returned H9c2 TAG inh -5 and H9c2 TAG inh DAPI viability 3.

The listing (from the top)
Cn1cc(Cc2ccc(C(=O)N3CCN(Cc4ccccc4)CC3)cn2)c2ccccc21 was read as H9c2 TAG inh 1 and H9c2 TAG inh DAPI viability -5.
Screening CC(C)N(c1ccccc1)c1ccc(NC(=O)[C@@H]2O[C@H](CO)[C@H](O)[C@H](O)[C@H]2O)cc1 returned H9c2 TAG inh -5 and H9c2 TAG inh DAPI viability 3.
Screening CC(Cc1ccccc1)Nc1ncnc2c1ncn2C1OC(CO)C(O)C1O (stereo not given) returned H9c2 TAG inh 11 and H9c2 TAG inh DAPI viability -6.
Cc1ccccc1N1CCN(Cc2ccc(Br)o2)CC1 was read as H9c2 TAG inh -12 and H9c2 TAG inh DAPI viability 12.
Screening O=C(NNc1cc(N2CCOCC2)nc(N2CCOCC2)n1)c1ccc([N+](=O)[O-])cc1 returned H9c2 TAG inh -1 and H9c2 TAG inh DAPI viability 6.
For O=c1[nH]c(=S)[nH]c2sc3c(c12)CCCCCC3 the results were H9c2 TAG inh 1 and H9c2 TAG inh DAPI viability 3.
CSc1ccccc1-c1n[nH]c(=S)o1 was read as H9c2 TAG inh -1 and H9c2 TAG inh DAPI viability 7.
CC(=O)NC1=NN(C(C)=O)C(c2cccs2)S1 (stereo not given) was read as H9c2 TAG inh 2 and H9c2 TAG inh DAPI viability 10.
`Cc1ccc(CSCC(=O)N2CCN(Cc3ccc4c(c3)OCO4)CC2)cc1` gave H9c2 TAG inh -5 and H9c2 TAG inh DAPI viability 1.
O=C(CN1C(=O)C2CC=CCC2C1=O)OCC(=O)c1ccc(Cl)c([N+](=O)[O-])c1 (stereo not given) was read as H9c2 TAG inh -5 and H9c2 TAG inh DAPI viability 3.
`Cc1ccc(C(=O)Nc2nc(=O)n(C(=O)c3ccccc3Cl)s2)cc1` gave H9c2 TAG inh -5 and H9c2 TAG inh DAPI viability 0.
CCc1cccc2c(C#N)cn(CC(=O)NCCOC)c12 was read as H9c2 TAG inh -2 and H9c2 TAG inh DAPI viability 3.
Screening O=C1CCCN1c1nccs1 returned H9c2 TAG inh 0 and H9c2 TAG inh DAPI viability -3.
CC1(C)Cc2nc3oc4c(SCC(N)=O)ncnc4c3cc2CO1 was read as H9c2 TAG inh 12 and H9c2 TAG inh DAPI viability 4.
For Cc1c(Cl)cccc1N(CC(=O)O)S(C)(=O)=O the results were H9c2 TAG inh -16 and H9c2 TAG inh DAPI viability 9.

2 entries picked at random from those above:
`Cc1ccc(C(=O)Nc2nc(=O)n(C(=O)c3ccccc3Cl)s2)cc1` gave H9c2 TAG inh -5 and H9c2 TAG inh DAPI viability 0.
`Cc1ccc(CSCC(=O)N2CCN(Cc3ccc4c(c3)OCO4)CC2)cc1` gave H9c2 TAG inh -5 and H9c2 TAG inh DAPI viability 1.

At a glance, some entries already given:
`Cc1ccc(CSCC(=O)N2CCN(Cc3ccc4c(c3)OCO4)CC2)cc1` gave H9c2 TAG inh -5 and H9c2 TAG inh DAPI viability 1.
O=C(CN1C(=O)C2CC=CCC2C1=O)OCC(=O)c1ccc(Cl)c([N+](=O)[O-])c1 (stereo not given) was read as H9c2 TAG inh -5 and H9c2 TAG inh DAPI viability 3.
`Cc1ccc(C(=O)Nc2nc(=O)n(C(=O)c3ccccc3Cl)s2)cc1` gave H9c2 TAG inh -5 and H9c2 TAG inh DAPI viability 0.
CCc1cccc2c(C#N)cn(CC(=O)NCCOC)c12 was read as H9c2 TAG inh -2 and H9c2 TAG inh DAPI viability 3.
Screening O=C1CCCN1c1nccs1 returned H9c2 TAG inh 0 and H9c2 TAG inh DAPI viability -3.
CC1(C)Cc2nc3oc4c(SCC(N)=O)ncnc4c3cc2CO1 was read as H9c2 TAG inh 12 and H9c2 TAG inh DAPI viability 4.
For Cc1c(Cl)cccc1N(CC(=O)O)S(C)(=O)=O the results were H9c2 TAG inh -16 and H9c2 TAG inh DAPI viability 9.

The list continues.
Screening CCN(CC)CCCCCC(=O)Nc1ccccc1C(=O)Nc1ccccc1 returned H9c2 TAG inh 17 and H9c2 TAG inh DAPI viability 5.
For FC(F)(F)c1cc(-c2cccs2)nc2cc(-c3cccs3)nn12 the results were H9c2 TAG inh 27 and H9c2 TAG inh DAPI viability 25.
CN(CC(=O)Nc1c(Cl)cccc1Cl)C(=O)C1CCN(C(=O)Nc2ccccc2)CC1 was read as H9c2 TAG inh 2 and H9c2 TAG inh DAPI viability 5.
For O=C(C[C@@H]1C/C=C\CC[C@H](Cc2ccc(F)cc2)C(=O)OC[C@@H](Cc2ccccc2)NC1=O)NCCO the results were H9c2 TAG inh -2 and H9c2 TAG inh DAPI viability 3.
`COc1ccc(CN2C(=O)C(CC(=O)NCCN3CCOCC3)CC(C(=O)N(C)C)=C2C)cc1` (stereo not given) gave H9c2 TAG inh -3 and H9c2 TAG inh DAPI viability -8.
For O=C(Nc1ccccc1C(=O)N1CCCC1)C1COc2ccccc2O1 (stereo not given) the results were H9c2 TAG inh -23 and H9c2 TAG inh DAPI viability -20.
For CCN(CC(=O)NC1CCCC1)S(=O)(=O)c1ccc(Br)cc1 the results were H9c2 TAG inh 3 and H9c2 TAG inh DAPI viability 7.
Screening CCCCCc1nnc(NC(=O)c2ccc(N3CCCC3=O)cc2)s1 returned H9c2 TAG inh -25 and H9c2 TAG inh DAPI viability 4.
Screening COc1ccc(C/C(C)=N/NC(=S)Nc2ccc(Cl)cc2)cc1 returned H9c2 TAG inh -15 and H9c2 TAG inh DAPI viability 12.
For O=C(CSc1nnnn1C1CCCC1)NCc1cccs1 the results were H9c2 TAG inh 19 and H9c2 TAG inh DAPI viability -13.
For Cc1ccc(C(=O)c2cc([N+](=O)[O-])ccc2N2CCCCC2)cc1C the results were H9c2 TAG inh 27 and H9c2 TAG inh DAPI viability -24.
CC1CCCN(CCOc2ccc3ccccc3c2Br)C1 (stereo not given) was read as H9c2 TAG inh 6 and H9c2 TAG inh DAPI viability 29.
For O=C(NCC(c1ccc(F)cc1)N1CCOCC1)c1ccc([N+](=O)[O-])o1 (stereo not given) the results were H9c2 TAG inh 51* and H9c2 TAG inh DAPI viability -48*.
CCCOC1CCCN(C(=O)CCc2nnc(CCCCc3ccccc3)o2)C1 (stereo not given) was read as H9c2 TAG inh 8 and H9c2 TAG inh DAPI viability 0.
CCCC(=O)Nc1ccc2c(c1)C(=O)NC2=O was read as H9c2 TAG inh 7 and H9c2 TAG inh DAPI viability 3.
Screening Cc1c(N2C(=O)C3C4C=CC(C5CC45)C3C2=O)c(=O)n(-c2ccccc2)n1C (stereo not given) returned H9c2 TAG inh 1 and H9c2 TAG inh DAPI viability -2.
O=[N+]([O-])c1ccc(SCc2ccco2)cc1N1CCOCC1 was read as H9c2 TAG inh 7 and H9c2 TAG inh DAPI viability -14.
Screening Fc1ccc(-c2ccc(CNCc3ccccn3)o2)cc1 returned H9c2 TAG inh -3 and H9c2 TAG inh DAPI viability 13.
`CCNC(=O)C1(C)CCN(C(=O)C(c2ccccc2)c2ccccc2)C1` (stereo not given) gave H9c2 TAG inh -7 and H9c2 TAG inh DAPI viability 4.
Screening COc1ccc(Cn2c(N)c(C#N)c3nc4ccccc4nc32)cc1OC returned H9c2 TAG inh -3 and H9c2 TAG inh DAPI viability 5.
Screening COc1ccccc1Nc1nc(N)nc(CSc2nccc(C)n2)n1 returned H9c2 TAG inh -24 and H9c2 TAG inh DAPI viability 1.
Screening COc1ccccc1NC(=O)c1ccc(NC(=O)CN2CCN(C(=O)c3ccco3)CC2)cc1 returned H9c2 TAG inh 18 and H9c2 TAG inh DAPI viability -4.
Screening CCOC(=O)/C(=N\Nc1ccc(Cl)cc1)c1csc(Nc2ccccc2)n1 returned H9c2 TAG inh 75* and H9c2 TAG inh DAPI viability -7.1*.
For COc1ccccc1CNC(=O)c1c(-c2ccccc2)nn(-c2ccccc2)c1C the results were H9c2 TAG inh 28 and H9c2 TAG inh DAPI viability -3.
COC(=O)[C@@]1(C)[C@H]2C(=O)N(Cc3ccccc3)C(=O)[C@H]2[C@H]2CN=C(SC)N21 was read as H9c2 TAG inh 11 and H9c2 TAG inh DAPI viability -4.
Screening O=C(c1cccc(Br)c1)c1conc1C(=O)c1ccco1 returned H9c2 TAG inh 8 and H9c2 TAG inh DAPI viability 15.
For COc1ccc(-c2csc(C(C)(O)c3cccc(F)c3)n2)cc1OC (stereo not given) the results were H9c2 TAG inh -1 and H9c2 TAG inh DAPI viability -2.
Screening O=C(OCCN=C1NS(=O)(=O)c2ccccc21)c1cccnc1 returned H9c2 TAG inh -32 and H9c2 TAG inh DAPI viability -2.
`CCO[C@@H]1OC(C(=O)NCc2ccccc2)=C[C@H](C)[C@H]1CCCO` gave H9c2 TAG inh -3 and H9c2 TAG inh DAPI viability -4.
Screening S=C(NCc1ccncc1)Nc1ccc(Br)cc1Cl returned H9c2 TAG inh -24 and H9c2 TAG inh DAPI viability -1.
`O=C(CC1CCCC1)N1CCN(S(=O)(=O)c2ccccc2)CC1` gave H9c2 TAG inh -23 and H9c2 TAG inh DAPI viability -2.
For COc1ccc(OC)c(NC(=O)C2CCCN(S(=O)(=O)c3cccc4nsnc34)C2)c1 (stereo not given) the results were H9c2 TAG inh -15 and H9c2 TAG inh DAPI viability 11.
C/C=C(/C)C(=O)Nc1cccc(C2=NOC3(C2)C[C@@H](C(N)=O)N(C(=O)CC)C3)c1 (stereo not given in full) was read as H9c2 TAG inh 5 and H9c2 TAG inh DAPI viability -8.
Cc1nnc(NC(=O)CSc2nnc(CNC(=O)c3ccccc3)o2)s1 was read as H9c2 TAG inh -21 and H9c2 TAG inh DAPI viability 3.
`COc1ccc(C2=NS(=O)(=O)N(C)C(C(=O)N3CCC(C)CC3)=C2)cc1` gave H9c2 TAG inh -8 and H9c2 TAG inh DAPI viability 6.
CCc1ccc(NC(=O)CN(N=Nc2nonc2C)c2nonc2C)cc1 was read as H9c2 TAG inh -1 and H9c2 TAG inh DAPI viability 4.
`CCN(CC(=O)NCc1cccs1)C(=O)c1ccc(OC)c(S(=O)(=O)N2CCOCC2)c1` gave H9c2 TAG inh -2 and H9c2 TAG inh DAPI viability -4.
For C=CCc1cccc2cc(C(=O)NC)c(=O)oc12 the results were H9c2 TAG inh -10 and H9c2 TAG inh DAPI viability 1.
For O=C(Cc1cc(=O)[nH][nH]1)N/N=C/c1cccc2ccccc12 the results were H9c2 TAG inh 6 and H9c2 TAG inh DAPI viability 8.
For O=C(NNC(=O)c1cccc(-n2cnnn2)c1)c1ccccc1 the results were H9c2 TAG inh 7 and H9c2 TAG inh DAPI viability -5.
`CC(=O)c1cccc(NC(=O)NCCc2ccc(Cl)cc2)c1` gave H9c2 TAG inh -1 and H9c2 TAG inh DAPI viability -3.
For COc1ccc(C(NC(=O)CNC(C)=O)C(=O)Nc2ccc(C(C)C)cc2)cc1 (stereo not given) the results were H9c2 TAG inh 23 and H9c2 TAG inh DAPI viability -6.
For c1ccc(CN2CCN(CCOCCOc3cccc4ccccc34)CC2)cc1 the results were H9c2 TAG inh -14 and H9c2 TAG inh DAPI viability 21.
`Cc1csc2ncc(C(=O)NC(C)c3ccccc3)c(=O)n12` (stereo not given) gave H9c2 TAG inh -2 and H9c2 TAG inh DAPI viability -1.
Screening CCN(CC)C(=O)C1=C(C)N(Cc2ccc(F)cc2)C(=O)C(CC(=O)NC2CCCCC2)C1 (stereo not given) returned H9c2 TAG inh 7 and H9c2 TAG inh DAPI viability -4.
C#CCOCCOCCOCCNc1nc(N2CCN(C(=O)[C@H](C(C)C)n3cc(CCO)nn3)CC2)nc(N2CCN(C(=O)[C@H](CCCCN)n3cc(CCCC)nn3)CC2)n1 was read as H9c2 TAG inh 1 and H9c2 TAG inh DAPI viability 9.
For Cc1ccc(O)c(NC(=O)COc2cc(C)ccc2C)c1 the results were H9c2 TAG inh 17 and H9c2 TAG inh DAPI viability 14.
For Cc1nn(-c2ccccc2)c2[nH]c(=O)c(CNc3ccc(N4CCOCC4)cc3)cc12 the results were H9c2 TAG inh -1 and H9c2 TAG inh DAPI viability 6.
Screening CCOc1ccc(N2C(=O)CC(Sc3nccc(C)n3)C2=O)cc1 (stereo not given) returned H9c2 TAG inh -15 and H9c2 TAG inh DAPI viability 14.
CN(C)S(=O)(=O)N1CCC(Oc2cccc(C(=O)NC3CCOC3)c2)CC1 (stereo not given) was read as H9c2 TAG inh 11 and H9c2 TAG inh DAPI viability 3.
O=[N+]([O-])c1ccc(COc2ccc(-c3[nH]ncc3-c3ccccc3)c(O)c2)cc1 was read as H9c2 TAG inh 0 and H9c2 TAG inh DAPI viability -3.
Cn1c(=O)c2c(nc(NCc3ccc4c(c3)OCO4)n2Cc2ccccc2Cl)n(C)c1=O was read as H9c2 TAG inh 3 and H9c2 TAG inh DAPI viability 2.
For O=C(C1CC1)N1CCc2cc(Br)cc(S(=O)(=O)NCCCN3CCCC3)c21 the results were H9c2 TAG inh 3 and H9c2 TAG inh DAPI viability 5.
Cc1cccc(OCCn2c(NC(=O)c3ccco3)nc3ccccc32)c1 was read as H9c2 TAG inh -51 and H9c2 TAG inh DAPI viability 10.
For COCCN1Cc2c(sc(C)c2C)N(C(=O)c2ccccc2)C1 the results were H9c2 TAG inh 6 and H9c2 TAG inh DAPI viability -5.
Screening COc1ccc(OCC(=O)N/N=C2\CCc3ccccc32)cc1 returned H9c2 TAG inh 8 and H9c2 TAG inh DAPI viability -2.
